EP2 modulator – modulates human prostaglandin E2 receptor EP2 signaling; P43116; EP2-expressing cells, cAMP HTRF FRET, PGE2 co-stimulation; induction, % at 25 µM; 0.83% of 260,000 active;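 active = compounds whose cAMP rise, as percent of the full-agonist control response, exceeds 60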;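 also: rat C6 glioma line stably carrying human EP2 under a CMV promoter; the protocol text gives 20 µM as final concentration; 100% = response of wells given 1 µM PGE2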
Target sequence (P43116 whole entry, looked up): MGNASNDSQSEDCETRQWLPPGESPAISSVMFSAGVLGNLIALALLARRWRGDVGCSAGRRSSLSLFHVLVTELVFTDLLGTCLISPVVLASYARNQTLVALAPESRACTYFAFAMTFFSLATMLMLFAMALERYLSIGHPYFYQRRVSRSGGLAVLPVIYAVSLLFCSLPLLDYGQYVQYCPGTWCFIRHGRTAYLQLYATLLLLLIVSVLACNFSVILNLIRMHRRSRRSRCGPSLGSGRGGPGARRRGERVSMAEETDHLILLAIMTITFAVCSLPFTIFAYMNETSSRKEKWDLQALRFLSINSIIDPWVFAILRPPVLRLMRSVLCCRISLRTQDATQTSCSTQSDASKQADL
BaF3 parental – counter-screen for JAK2V617F inhibitors: parental Ba/F3 viability inhibitors; CellTiter-Glo ATP luminescence; inhibition, % at 5.6 µM; 1.1% of 220,000 active;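 active = inhibition above a per-campaign cutoff, the mean inhibition of all tested compounds plus 3 SD, cut at about 27% in these data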;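 also: 0% = DMSO wells and 100% = JAK Inhibitor I control wells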
m-calpain inh – inhibitors of pig calpain II. AID 1236. purified calpain II, fluorogenic peptide substrate, 30 min. 0.37% of 220,000 active. inhibition, % at 16 µM;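 active = inhibition above about 50%, limit read from the data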
TRPN1 ag – activates the zebrafish TRPN1 channel. HEK293 zebrafish TRPN1-YFP, Fluo-8 calcium fluorescence; 100% = response to 87 µM carbachol. activation, % at 3 µM. 0.18% of 220,000 active. AID 1424;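 active = activation above its plate's cutoff, the mean activation of test wells on that plate plus 3 SD, cut at about 19% in these data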;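 also: 0% = DMSO alone and 100% = 87 µM carbachol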
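Material – zebrafish TRPN1-YFP in HEK293 cells · Doses – 3 µM single point · Schedule – dye 1 h 37 °C plus 30 min RT · Signal – Fluo-8 calcium fluorescence, excitation 470-495 nm, emission 515-575 nm · Read-out – % activation versus carbachol response · Control set – carbachol high, DMSO low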
Ba/F3 V617F tox – loss of viability in JAK2V617F-driven Ba/F3 cells | Ba/F3 EpoR-JAK2V617F viability, ATP luminescence | inhibition, % at 5.6 µM | 1.1% of 220,000 active | AID 1446;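 active = inhibition above the campaign mean plus 3 SD over all tested compounds, cut at about 24% in these data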;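 also: cytokine-independent growth of Ba/F3 cells driven by EpoR plus mutant JAK2; 0% = DMSO-treated cells and 100% = JAK inhibitor I control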
S1P4 antag – human S1P4 receptor antagonism | O95977 | S1P4-expressing cells, antagonist mode, reporter read-out | inhibition, % at 4.98 µM | 0.26% of 220,000 active | AID 1510; in the data active = inhibition above about 29%;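 also: 0% = wells stimulated with agonist and 100% = vehicle wells without agonist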
Target sequence (O95977 whole entry, looked up): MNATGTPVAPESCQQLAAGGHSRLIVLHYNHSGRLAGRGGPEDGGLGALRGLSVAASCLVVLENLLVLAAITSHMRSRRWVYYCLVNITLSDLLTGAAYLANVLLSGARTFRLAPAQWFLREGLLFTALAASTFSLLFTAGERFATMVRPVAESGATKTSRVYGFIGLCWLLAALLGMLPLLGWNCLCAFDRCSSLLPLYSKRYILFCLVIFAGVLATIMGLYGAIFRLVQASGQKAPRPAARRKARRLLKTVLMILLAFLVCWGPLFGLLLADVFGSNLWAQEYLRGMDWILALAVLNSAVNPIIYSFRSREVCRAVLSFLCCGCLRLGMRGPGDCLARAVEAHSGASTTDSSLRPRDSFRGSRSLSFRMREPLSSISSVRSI
S1P4 ag – agonists of human S1P4 receptor; O95977; S1P4-expressing cell line, agonist reporter assay; activation, % at 4.98 µM; 0.35% of 220,000 active; in the data active = activation above about 11%;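 also: 0% = DMSO vehicle and 100% = reference agonist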
TRPML3 ag – human mucolipin-3 channel agonism; HEK293 TRPML3-YFP, Fluo-8 calcium fluorescence; 100% = the carbachol control signal; AID 1448; 0.29% of 220,000 active; activation, % at 3 µM;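 active = activation above its plate's cutoff, the mean activation of the plate's test wells plus 3 SD, cut at about 12% in these data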;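 also: 0% = DMSO only wells and 100% = carbachol wells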
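Material: TRPML3-YFP stable HEK293 cells | Dosing: One concentration, 3 µM nominal, 0.3% DMSO | Timing: 125 s total fluorescence read per well | Technique: Fluo-8 calcium dye fluorescence, ex 470-495, em 515-575 nm | Measure: Percent activation from peak-to-basal fluorescence ratio, scaled between DMSO and carbachol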
PERK inhibitor – human PERK inhibition, primary cell-based screen; Q9NZJ5; CHO PERK-DD fusion, SEAP luminescence translation reporter; inhibition, % at 5.6 µM; 0.17% of 220,000 active;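 active = inhibition above the mean inhibition of all tested compounds plus 3 SD, set separately per screening campaign, cut at about 2.9% in these data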;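 also: PERK kinase domain activated by AP20187 dimerizer at 100 nM; 0% = DMSO with dimerizer and 100% = rapamycin at 8.4 µM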
Numbers without * were called inactive; nt = no result given; & = joins results of further samples.

(1) CCc1[nH]nc2c1C1(C(=O)N(Cc3ccccc3)c3ccccc31)C(C#N)=C(N)O2 (configuration not stated)
(2) O=C1c2ccccc2C(=O)C12OC2c1ccc(Cl)cc1Cl (configuration not stated)
(3) Cc1ccc(N=c2c([N+](=O)[O-])nn(-c3ccc(Cl)cc3)n2O)cc1C
(4) CC(C)NC(=O)Cn1c(SCC(=O)N2c3ccccc3CC2C)nc2ccccc21 (configuration not stated)
(5) Cc1[nH]c(C(=O)O)c(C)c1C(=O)OC(C)C
(6) O=C1CC(c2cccc(F)c2)SC(N(c2ccccc2)c2ccccc2)=N1 (configuration not stated)

Compound	1	2	3	4	5	6
EP2 modulator	6	-3	28	12	15	-2
BaF3 parental	4	5	7	95*	5	8
m-calpain inh	0	10	-14	18	12	7
TRPN1 ag	-0.8	0.8	3.1	1.5	-0.1	-0.2
Ba/F3 V617F tox	-1	2	-3	3	1	-2
S1P4 antag	-4	-5	-26	8	-18	-15
S1P4 ag	-2.5	0.4	0.1	0.4	0.7	0.0
TRPML3 ag	-0.1	1.2	1.5	-0.6	0.0	-0.5
PERK inhibitor	-0.1	0.8	1.6	-0.5	0.4	1.4

(7) Cc1ccc(Sc2ccc(CO)cc2[N+](=O)[O-])cc1
(8) CS(=O)(=O)N1CCN(C(=O)COc2ccccc2)CC1
(9) COc1cccc(N2CC(C(=O)OC(C)C(=O)c3ccccc3)CC2=O)c1 (configuration not stated)
(10) CC(=O)NCCNC(=O)C1CCCCN1S(=O)(=O)c1ccccc1 (configuration not stated)
(11) Cc1ccc(OCC(=O)N2CCN(c3ccc([N+](=O)[O-])c(N4CCOCC4)c3)CC2)cc1
(12) C/C(=N/NC(=S)Nc1cccc(C)c1)c1cccc([N+](=O)[O-])c1

Compound	7	8	9	10	11	12
EP2 modulator	26	9	-21&-35	18	-5	-37
BaF3 parental	1	2	5	-4	2	3
m-calpain inh	4	-14	-25	-21	-8	20
TRPN1 ag	-1.8	-0.2	0.7	-1.5	-3.9	-0.7
Ba/F3 V617F tox	0	-2	-1	-6	-1	0
S1P4 antag	3	-10	-12	-2	-2	-3
S1P4 ag	1.5	-0.9	-1.7	0.9	0.1	0.1
TRPML3 ag	-0.2	1.4	-0.5	-0.8	-0.7	0.3
PERK inhibitor	0.4	1.3	0.7	1.7	-0.1	-0.3

(13) Cc1cccc(N2CCN(C(=O)/C=C/c3cccs3)CC2C)c1 (configuration not stated)
(14) CCOC(=O)C1CCCN(c2c(NCC3CCCO3)c(=O)c2=O)C1 (configuration not stated)
(15) Cc1cc2oc(C(=O)NCc3ccc4c(c3)OCO4)c(C)c2cc1C
(16) Cc1ccc2oc(-c3cccc(N)c3)nc2c1
(17) O=S(=O)(Cc1ccccc1)Cc1cnc(Cl)s1
(18) COc1ccccc1CNC(=O)CCCNS(=O)(=O)c1cccc2nsnc12

Compound	13	14	15	16	17	18
EP2 modulator	-21	-6	-17	-26	-6	3
BaF3 parental	5	7	3	8	9	3
m-calpain inh	12	-8	8	-492	-8	7
TRPN1 ag	-1.6	2.1	-0.8	-0.1	0.9	0.1
Ba/F3 V617F tox	-2	-1	-5	5	2	3
S1P4 antag	-6	-20	10	9	-1	-20
S1P4 ag	2.5	-0.7	0.1	-1.9	-1.1	-0.1
TRPML3 ag	-0.3	-0.5	-0.1	-0.2	0.7	0.0
PERK inhibitor	0.2	1.1	-0.7	1.2	2.0	-0.7

(19) CN(C(=O)c1ccccc1C(=O)OCC(=O)NC(=O)NC(C)(C)C)C1CCCCC1
(20) COC(=O)Cc1c(C)c2c(O)cc(C)cc2oc1=O
(21) O=C(CSc1nc2ccccc2c(=O)[nH]1)c1ccccc1
(22) CCC(=O)OCCn1c(=O)c2cc3c(=O)n(CCOC(=O)CC)c(=O)c3cc2c1=O
(23) Cc1ccc(CSCCNC(=O)CCSc2ccccc2)cc1
(24) CCN1CCCC1CNC(=O)c1cn(C)c2ccc(S(=O)(=O)N3CCCCCC3)cc2c1=O (configuration not stated)

Compound	19	20	21	22	23	24
EP2 modulator	4	57	5	-10	-8	0
BaF3 parental	-2	3	3	5	1	3
m-calpain inh	17	-201	-10	33	20	13
TRPN1 ag	-1.8	-0.2	-1.1	-0.2	-1.9	1.6
Ba/F3 V617F tox	-4	0	-1	5	-4	2
S1P4 antag	7	-3	-15	-3	3	-27
S1P4 ag	-0.2	0.8	-0.2	1.8	-0.3	1.0
TRPML3 ag	0.4	0.2	-0.1	0.3	-0.2	0.5
PERK inhibitor	0.7	0.8	1.1	1.4	0.8	0.0

(25) COCCN1C(=O)C(O)=C(C(=O)c2cccs2)C1c1ccccc1 (configuration not stated)
(26) O=C(CCN1C(=O)COc2ccccc21)NCc1cccnc1
(27) CC1(C(=O)Nc2ccc3ccccc3c2)CC1(Br)Br (configuration not stated)
(28) O=C(N/N=C/C=C/c1ccccc1)c1cccs1
(29) CCc1cccc(NC(=O)CCNS(=O)(=O)c2cccc3nonc23)c1
(30) C/C(CCc1ccccc1)=N\NC(=O)c1ccccc1

Compound	25	26	27	28	29	30
EP2 modulator	20	14	-68	13	-43	-16
BaF3 parental	4	-1	6	2	7	3
m-calpain inh	0	-12	-18	31	-8	14
TRPN1 ag	0.1	2.5	-3.0	0.1	-1.3	-0.2
Ba/F3 V617F tox	4	-6	-3	2	-4	3
S1P4 antag	-13	-5	-1	-3	-2	-8
S1P4 ag	-2.2	-2.8	2.5	-1.0	0.2	2.5
TRPML3 ag	-0.4	0.6	-0.7	0.4	-1.0	0.8
PERK inhibitor	-0.1	1.0	0.8	-0.9	-0.2	0.5

10 structures out of the list, sorted by SMILES length, rising:
(28) O=C(N/N=C/C=C/c1ccccc1)c1cccs1
(30) C/C(CCc1ccccc1)=N\NC(=O)c1ccccc1
(20) COC(=O)Cc1c(C)c2c(O)cc(C)cc2oc1=O
(27) CC1(C(=O)Nc2ccc3ccccc3c2)CC1(Br)Br (configuration not stated)
(26) O=C(CCN1C(=O)COc2ccccc21)NCc1cccnc1
(25) COCCN1C(=O)C(O)=C(C(=O)c2cccs2)C1c1ccccc1 (configuration not stated)
(29) CCc1cccc(NC(=O)CCNS(=O)(=O)c2cccc3nonc23)c1
(19) CN(C(=O)c1ccccc1C(=O)OCC(=O)NC(=O)NC(C)(C)C)C1CCCCC1

Compound	28	30	20	27	26	25	29	19
EP2 modulator	13	-16	57	-68	14	20	-43	4
BaF3 parental	2	3	3	6	-1	4	7	-2
m-calpain inh	31	14	-201	-18	-12	0	-8	17
TRPN1 ag	0.1	-0.2	-0.2	-3.0	2.5	0.1	-1.3	-1.8
Ba/F3 V617F tox	2	3	0	-3	-6	4	-4	-4
S1P4 antag	-3	-8	-3	-1	-5	-13	-2	7
S1P4 ag	-1.0	2.5	0.8	2.5	-2.8	-2.2	0.2	-0.2
TRPML3 ag	0.4	0.8	0.2	-0.7	0.6	-0.4	-1.0	0.4
PERK inhibitor	-0.9	0.5	0.8	0.8	1.0	-0.1	-0.2	0.7

(22) CCC(=O)OCCn1c(=O)c2cc3c(=O)n(CCOC(=O)CC)c(=O)c3cc2c1=O
(24) CCN1CCCC1CNC(=O)c1cn(C)c2ccc(S(=O)(=O)N3CCCCCC3)cc2c1=O (configuration not stated)

Compound	22	24
EP2 modulator	-10	0
BaF3 parental	5	3
m-calpain inh	33	13
TRPN1 ag	-0.2	1.6
Ba/F3 V617F tox	5	2
S1P4 antag	-3	-27
S1P4 ag	1.8	1.0
TRPML3 ag	0.3	0.5
PERK inhibitor	1.4	0.0

Carrying on.
(31) CCC(=O)Nc1ccc(S(=O)(=O)Nc2cccnc2)cc1
(32) Cc1ccc(S(=O)(=O)N(C)Cc2nc(-c3ccc(Br)cc3)no2)cc1
(33) O=c1[nH]c(=S)[nH]c(O)c1N=Nc1ccc(-c2ccccc2)cc1[N+](=O)[O-]
(34) O=C(O)C1CCCN1C(=O)c1cncc(Br)c1 (configuration not stated)
(35) COc1ccc(/C=C/C(=O)OCC(=O)Nc2cc(C(N)=O)cc(C(N)=O)c2)cc1
(36) S=C(NCCN1CCOCC1)Nc1ccc(Nc2ccccc2)cc1

Compound	31	32	33	34	35	36
EP2 modulator	25	-10	-35	0	-27	-28
BaF3 parental	1	0	7	3	9	0
m-calpain inh	-1	-11	33	11	-1	-27
TRPN1 ag	-0.1	0.8	-2.4	2.6	2.4	1.3
Ba/F3 V617F tox	-4	-1	1	-2	2	0
S1P4 antag	-7	-5	-31	16	3	-7
S1P4 ag	1.9	0.8	3.6	0.4	0.0	-1.1
TRPML3 ag	0.2	1.6	-0.4	1.2	0.1	1.5
PERK inhibitor	0.4	1.5	0.7	-0.3	0.3	1.4

(37) O=C(c1ccc(NS(=O)(=O)c2cccc3cccnc23)cc1)N1CCOCC1
(38) CC(C)c1ccc(C2C(C#N)=C(N)Oc3c2oc(CO)cc3=O)cc1 (configuration not stated)
(39) c1ccc2sc(NC3=NCN(Cc4ccc5c(c4)OCO5)CN3)nc2c1
(40) COCCNC(=O)CN(Cc1ccc2c(c1)OCO2)C(=O)CCC(=O)Nc1nccs1
(41) CC(C)c1ccccc1NC(=O)c1cnccn1
(42) O=C(Nc1ncccn1)c1ccc(C(F)(F)F)cc1

Compound	37	38	39	40	41	42
EP2 modulator	nt	-1	-16	-12	18	5
BaF3 parental	4	1	0	7	5	-1
m-calpain inh	nt	-16	-8	12	9	1
TRPN1 ag	0.0	0.6	-0.3	0.9	-0.2	0.3
Ba/F3 V617F tox	-2	-4	-1	2	2	-2
S1P4 antag	-4	-14	-19	-23	-11	-12
S1P4 ag	-0.1	0.4	-1.9	2.9	0.3	1.6
TRPML3 ag	-0.2	0.6	0.6	0.3	-0.6	0.2
PERK inhibitor	0.7	1.2	0.2	1.1	0.4	-0.9

(43) O=C(/C=C/c1ccc(Cl)cc1)N1CCN(c2ccc(Cl)cc2[N+](=O)[O-])CC1
(44) O=C(Oc1cccc2ccccc12)c1ccco1
(45) CCC(=O)/C=C1\Sc2ccc(OC)cc2N1CCO
(46) COc1ccc(C/C(N)=N/OC(=O)c2ccco2)cc1OC
(47) COc1cc2c(cc1NC(=O)COC(=O)C(CCSC)NC(=O)c1ccccc1Cl)oc1ccccc12 (configuration not stated)
(48) Cc1nnc(SCC(=O)N/N=C/c2cn(-c3ccccc3)nc2-c2ccc(F)cc2)n1-c1ccccc1
(49) CCOC(=O)C(C)c1c(C(=O)c2ccc(C)nc2)c2ccccc2n1C (configuration not stated)
(50) O=C(Cn1cnc2cc([N+](=O)[O-])ccc2c1=O)NC(=O)NCc1ccccc1
(51) c1ccc(COc2ccc(OCCCn3cncn3)cc2)cc1

Compound	43	44	45	46	47	48	49	50	51
EP2 modulator	-3	-42	10	25	-2	21	6	2	-22
BaF3 parental	4	3	6	7	2	-1	-1	1	5
m-calpain inh	-8	-132	4	-21	-54	3	-3	-10	4
TRPN1 ag	1.8	-1.7	1.0	0.8	1.1	1.3	-0.6	1.4	2.0
Ba/F3 V617F tox	-2	-2	5	-1	-1	-2	-3	-5	1
S1P4 antag	-8	1	2	-8	-4	-1	-7	-8	-4
S1P4 ag	-0.2	1.4	-4.1	1.8	0.0	1.1	0.2	1.6	2.4
TRPML3 ag	0.7	-0.9	0.0	0.5	0.9	0.9	0.6	0.8	0.5
PERK inhibitor	1.9	0.1	-0.1	0.9	0.9	1.7	0.1	2.1	-0.4
